SSB-PriA inh: inhibitors of Klebsiella pneumoniae PriA binding to SSB C-terminal tail, primary screen, biochemical, AlphaScreen | inhibition, % at 33 µM | AlphaScreen SSBct-PriA binding, biotinylated peptide | actives 0.6% (n = 430,000); in the data active means inhibition mostly above about 37%, no sharp cut-off; inactive means mostly below about 20%;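 further: plate controls were negative control peptide for no effect and reference peptide for full effect; strong numbers were not always called active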
PfHsp40 yeast: rescue of yeast from PfHsp40 toxicity, primary screen, S. cerevisiae, ATP luminescence; S. cerevisiae expressing PfHsp40, growth rescue; growth rescue, % at 12.5 µM; actives 0.68% (n = 340,000); AID 504582, 2011; in the data active means growth rescue above about 28%, passing the limit was not always enough; inconclusive means no clear call, values can overlap the other calls;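 further: yeast W303a lacking pdr1 and pdr3 grown in galactose medium; growth measured after three days at 30 °C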
MazEF act: activators of E. coli MazEF toxin-antitoxin RNase, primary screen, biochemical, fluorescence, uHTS; FAM/BHQ RNA-DNA oligo cleavage fluorescence, 5 h; AID 504720, 2011; activation, % at 20 µM; Endoribonuclease toxin MazF (Escherichia coli (strain K12)), P0AE70; actives 0.32% (n = 350,000); in the data active means activation above about 50%
Target sequence (P0AE70 whole entry, looked up): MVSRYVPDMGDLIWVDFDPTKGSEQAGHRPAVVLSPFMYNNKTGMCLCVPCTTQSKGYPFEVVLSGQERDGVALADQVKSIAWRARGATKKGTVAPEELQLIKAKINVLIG
Rv3671c inh: Rv3671c serine protease inhibitors, primary screen, biochemical, fluorescence polarization, M. tuberculosis H37Rv; inhibition, % at 5.96 µM; AID 2606, 2010; P9WHR9; actives 0.048% (n = 320,000); in the data active means inhibition above about 38%;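 further: extracellular domain of Rv3671c used as enzyme; 0% = enzyme with DMSO and 100% = no enzyme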
TcdB inh: TcdB glycohydrolase inhibitors, primary screen, biochemical, single point, plate reader | TcdB glycohydrolase enzymatic assay | inhibition, % at 9.99 µM | actives 0.24% (n = 350,000); in the data active means inhibition above about 10%
Vc quorum ag: inducers of Vibrio cholerae quorum light production without autoinducers, primary screen, BH1578 luxS cqsA deficient, single point; actives 0.16% (n = 350,000); activation, % at 18.7 µM; V. cholerae BH1578 lux reporter, luminescence, 6 h; in the data active means activation mostly above about 9.7%, no sharp cut-off; inconclusive means no clear call, values can overlap the other calls; inactive means mostly below about 3.7%; further: not every result past the cut was called active; inactives centre near 0; reference of the scale not given here
VHR inh abs: VHR1 phosphatase inhibitors, primary screen, biochemical, absorbance, uHTS. Dual specificity protein phosphatase 3 (Homo sapiens), P51452. recombinant VHR phosphatase, pNPP absorbance. inhibition, % at 13.3 µM. actives 0.52% (n = 290,000). AID 1654, 2009; in the data active means inhibition above about 50%; further: some compounds called inactive have numbers as strong as hits
SARS 3CLpro inh: SARS-CoV 3CLpro protease inhibitors, primary screen, biochemical, quenched FRET | Replicase polyprotein 1ab (Severe acute respiratory syndrome coronavirus), P0C6X7 | recombinant SARS-CoV 3CLpro, quenched FRET peptide cleavage | inhibition, % at 6 µM | actives 0.14% (n = 290,000); in the data active means inhibition above about 12%
Y pestis TopoI: Yersinia pestis topoisomerase I inhibitors, primary screen, biochemical, cleavage product accumulation, plate reader, single point | Y. pestis Topo-I cleavage product accumulation | DNA topoisomerase I (Yersinia pestis CO92) | actives 0.064% (n = 360,000) | activity, % at 10 µM; in the data active means activity above about 50%, passing the limit was not always enough; inconclusive means no clear call, values can overlap the other calls; further: inactives centre near 2
Anthrax LF prot: Bacillus anthracis LF protease inhibitors, primary screen, biochemical, multiplex microsphere, MLPCN library; inhibition, % at 10 µM; actives 0.12% (n = 360,000); AID 588501, 2011; multiplex microsphere protease cleavage assay; in the data active means inhibition above about 30%; inconclusive means no clear call, values can overlap the other calls; further: plate controls were buffer without enzyme for full effect and enzyme alone for no effect
Target sequence (P15917 whole entry, looked up): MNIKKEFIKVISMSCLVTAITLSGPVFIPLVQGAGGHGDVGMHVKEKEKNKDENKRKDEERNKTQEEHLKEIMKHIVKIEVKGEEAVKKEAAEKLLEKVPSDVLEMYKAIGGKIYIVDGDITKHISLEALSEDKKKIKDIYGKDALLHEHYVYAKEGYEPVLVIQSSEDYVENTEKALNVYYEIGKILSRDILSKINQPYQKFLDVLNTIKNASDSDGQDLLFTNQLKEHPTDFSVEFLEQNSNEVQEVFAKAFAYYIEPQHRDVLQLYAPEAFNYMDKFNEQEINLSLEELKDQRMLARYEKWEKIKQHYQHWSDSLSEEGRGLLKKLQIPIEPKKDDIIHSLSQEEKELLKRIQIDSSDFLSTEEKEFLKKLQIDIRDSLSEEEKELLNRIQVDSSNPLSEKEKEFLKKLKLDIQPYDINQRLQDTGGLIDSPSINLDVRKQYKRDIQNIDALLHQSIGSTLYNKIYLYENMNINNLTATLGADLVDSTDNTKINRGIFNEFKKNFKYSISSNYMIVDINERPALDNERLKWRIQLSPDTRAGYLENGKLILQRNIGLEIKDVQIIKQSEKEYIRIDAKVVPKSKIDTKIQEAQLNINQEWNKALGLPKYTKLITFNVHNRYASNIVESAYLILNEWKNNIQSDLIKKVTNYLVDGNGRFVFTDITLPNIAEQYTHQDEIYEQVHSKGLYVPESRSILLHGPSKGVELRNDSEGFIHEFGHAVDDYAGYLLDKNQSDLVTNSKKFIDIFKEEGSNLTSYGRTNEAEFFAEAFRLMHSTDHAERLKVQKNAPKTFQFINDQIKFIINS
* = called active by the depositor; i = inactive; ? = inconclusive; / = not tested or not shown.

Below each SMILES: SSB-PriA inh, PfHsp40 yeast, MazEF act, Rv3671c inh, TcdB inh, Vc quorum ag, VHR inh abs, SARS 3CLpro inh, Y pestis TopoI, Anthrax LF prot
1) Cc1ccc(N2C(=O)C(CN3CCOCC3)C2c2ccccc2)cc1 (stereo unspecified)
→ -5, -1.4, -1, 3, 0.4, 0.4, 4, -1, 2, 2
2) O=c1[nH]nc(SCc2nnc(-c3ccc([N+](=O)[O-])cc3)o2)n1C1CCCCC1
→ -7, -0.3, 2, -1, 1.5, -0.6, 6, -2, 4, 4
3) COCCNC(=O)CN(c1cccc(OC)c1)S(=O)(=O)c1ccc(C)cc1
→ -8, -0.1, -2, 0, /, 4.3, 15, -1, 9, -3
4) Cc1ccc(NC(=O)C(=O)Nc2ccc(C)cn2)nc1
→ -5, 0.4, 1, -2, -1.1, -0.2, 4, 2, 3, 1
5) CCCCCC1CC(CC/C(C)=N/NC(N)=O)C(=O)O1 (stereo unspecified)
→ /, -0.2, 8, -2, 0.5, -0.8, 25, -4, 5, -6
6) CC1=C(C(=O)OC(C)C)C(c2cccs2)C(C(=O)OC(C)C)=C(C)N1
→ -31, 3.6, -11, 3, /, -0.2, 26, 3, 31, -1
7) Cc1ccc(-c2nc(N)sc2CC(=O)OCC(=O)NCC2CCCO2)cc1 (stereo unspecified)
→ -2, 0.0, 8, -3, -0.6, -0.2, 11, 0, -1, -1
8) COC(=O)Cn1cnc2c(nnn2Cc2ccc(Cl)cc2)c1=O
→ 2, 0.0, 9, 4, /, -0.3, 10, 0, 4, 1
9) O=C1OCC2=C1C(c1ccc3c(c1)OCO3)c1cc3c(cc1O2)OCO3 (stereo unspecified)
→ -17, -2.0, 6, /, 0.3, i, /, /, 0, -2
10) O=C1CCCCC(=O)c2ccccc2N1
→ -16, 0.8, -1, 4, /, 1.6, -3, -4, -1, 2

Next part
Below each SMILES: SSB-PriA inh, PfHsp40 yeast, MazEF act, Rv3671c inh, TcdB inh, Vc quorum ag, VHR inh abs, SARS 3CLpro inh, Y pestis TopoI, Anthrax LF prot
11) O=C1C(=O)N(CCS(=O)(=O)c2ccccc2)c2ccc(F)cc21
→ 4, -0.1, 0, -5, 0.5, i, 17, -5, 0, ?
12) Cc1ccc(N(CC(O)CN2CCCCC2)S(=O)(=O)c2ccccc2[N+](=O)[O-])cc1 (stereo unspecified)
→ 1, 1.1, 6, 8, -0.5, 1.0, 16, 0, -15, -10
13) O=C(CN(Cc1ccco1)S(=O)(=O)c1cccs1)Nc1ccccc1C(F)(F)F
→ -5, -1.4, -3, -5, /, i, -3, 4, -3, 2
14) COc1ccc(CN2CCNC(=O)C2CC(=O)NC2CCCC2)cc1OC (stereo unspecified)
→ -6, -1.6, -10, -12, 0.6, i, 16, -3, -4, 0
15) CCOC(=O)c1ccccc1NS(=O)(=O)c1cnn(CC)c1C
→ -12, -0.6, 7, -6, 3.5, -0.3, -4, -8, 12, 0
16) O=C(CCc1ccccc1Cl)Nc1ccc(S(=O)(=O)N2CCOCC2)cc1
→ -13, -2.1, -11, -12, -1.5, i, /, /, 2, -4
17) O=C(NCCCN1CCCC1=O)C1CCN(S(=O)(=O)c2ccc(Cl)cc2)CC1
→ -5, 0.8, 5, 5, 1.6, 0.0, /, /, -3, 6
18) CCCCOC(=O)c1ccc(NC(=O)c2ocnc2C)cc1
→ -17, 2.6, 2, 0, 1.3, i, 26, 1, 18, 0
19) CCNC(=O)COC(=O)c1cc(S(=O)(=O)N2CCCCC2)ccc1C
→ 7, 0.1, 6, -14, 0.9, -0.3, 1, -6, 3, 4
20) O=C(CN1CCCCC1)N1CCCc2c1c(=O)oc1ccc(OCc3ccccc3)cc21
→ 7, 0.0, 4, -6, /, i, 18, -5, 26, -1

Taken from above:
O=C1OCC2=C1C(c1ccc3c(c1)OCO3)c1cc3c(cc1O2)OCO3 (stereo unspecified) in TcdB inh is listed with 0.3
O=C1CCCCC(=O)c2ccccc2N1 in MazEF act is listed with -1

The listing continues.
Below each SMILES: SSB-PriA inh, PfHsp40 yeast, MazEF act, Rv3671c inh, TcdB inh, Vc quorum ag, VHR inh abs, SARS 3CLpro inh, Y pestis TopoI, Anthrax LF prot
21) CCn1ccnc1CN1CCN(CC=C(C)C)C(CCO)C1 (stereo unspecified)
→ -12, -0.5, -22, -14, 0.6, -0.2, 39, -2, -3, -1
22) COc1ccccc1/C=C/C(=O)NCC(=O)N/N=C/c1ccc2c(c1)OCO2
→ /, 0.9, -13, 0, -1.4, -0.3, 6, 1, 14, -2
23) Cc1ccc2nc(Cl)c(-c3ccccc3)cc2c1
→ -30, /, -8, -19, 1.1, -0.9, /, /, 14, 3
24) Cc1c(C(=O)Nc2ccc(F)cc2)oc2ccc(S(=O)(=O)N3CCC4(CC3)OCCO4)cc12
→ -14, -1.0, 3, -33, /, -0.3, 11, 1, -9, -1
25) CSc1ccc(S(=O)(=O)N2CCC(C(=O)Nc3cccnc3)CC2)cc1
→ -2, 0.3, -29, 7, -3.1, -0.3, -14, 5, -4, 7
26) NC(=O)c1oc2ccccc2c1NC(=O)c1ccc([N+](=O)[O-])o1
→ -3, 0.7, 14, 4, 2.5, 7.3, 17, 0, 0, 6
27) CCN(CC)S(=O)(=O)c1ccc2c(c1)c(=O)c(C(=O)NCCCN(C)c1ccccc1)cn2C
→ -6, -0.4, -9, -9, /, -0.7, 17, 3, -3, -2
28) CNC(=O)COC(=O)c1cc(-c2ccccc2)nn1-c1ccccc1
→ -24, 2.8, -6, -4, -6.4, i, 16, -1, 6, -4
29) COc1ccc(-n2nc(C(=O)NCC(=O)N3CCN(c4ccccc4)CC3)c3ccccc3c2=O)cc1OC
→ 11, 0.4, 8, -21, -4.3, i, 31, 1, 35, -6
30) Cc1ccc(OCCNC(=O)CCNC(=O)c2ccc(Cl)cc2)cc1
→ 1, 0.0, 2, -8, 0.1, -10, /, /, -7, 8

Later entries:
Below each SMILES: SSB-PriA inh, PfHsp40 yeast, MazEF act, Rv3671c inh, TcdB inh, Vc quorum ag, VHR inh abs, SARS 3CLpro inh, Y pestis TopoI, Anthrax LF prot
31) O=C(CCCCCCCCCCC(=O)NCc1cccnc1)NCc1cccnc1
→ -9, -0.7, 2, -6, -0.9, -0.4, 32, -3, -4, 7
32) O=C1OC(c2cccs2)=N/C1=C\c1ccc(-c2cccc(Cl)c2)o1
→ 91*, -0.2, -31, -7, /, i, -4, -2, 2, 5
33) Cn1cccc1CC(=O)NNC(=O)Nc1ccc(Cl)cc1
→ 5, -0.4, 4, -5, -1.9, i, 43, 1, -2, 0
34) COc1ccc(N(CC(=O)NCCSc2ccccn2)S(=O)(=O)c2ccc(C)cc2)cc1OC
→ -7, 1.6, -9, 0, 1.2, -3.8, 19, 0, 34, 2
35) COc1ccccc1CCNC(=O)c1cnn2c(C(F)F)cc(C)nc12
→ -4, 0.1, 6, -9, 1.0, /, 25, -2, 9, -6
36) Cc1nc(=O)c(-c2ccccc2)c(C)n1-c1ccc(C(=O)O)cc1
→ -5, -1.0, 3, -12, /, -11, 28, 1, -8, 0
37) Cn1c(NC(=O)c2cccc(C(F)(F)F)c2)cc(=O)n(C)c1=O
→ -21, -0.7, 6, -2, 0.3, -0.2, 18, 4, -4, 8
38) COC(=O)CN1C(=O)[C@H]2[C@@H](c3ccc(C)o3)N3C(=O)CN(CC4CC4)C(=O)[C@@]3(C)[C@H]2C1=O
→ -2, -2.0, 9, -5, -1.8, -5.0, 24, -1, 5, 1
39) CCCCOP(=O)(c1ccc(N(C)C)cc1)C(O)c1cc(OC)ccc1OC (stereo unspecified)
→ 6, -1.7, -6, 7, 0.4, -1.1, 6, -1, 8, -4
40) CC(C)Cn1cnc2c1c(=O)[nH]c(=O)n2Cc1ccccc1
→ -4, -1.1, 3, 0, -0.6, 2.6, 6, -4, 2, -2

(list continues)
Below each SMILES: SSB-PriA inh, PfHsp40 yeast, MazEF act, Rv3671c inh, TcdB inh, Vc quorum ag, VHR inh abs, SARS 3CLpro inh, Y pestis TopoI, Anthrax LF prot
41) O=C(CSc1cccc[n+]1[O-])c1ccc(Cl)s1
→ 6, -0.6, 0, 0, -0.1, -2.8, 14, 2, 3, -6
42) CC(=O)Nc1cc2c3c(c1)CC(=O)N3CCC2
→ -9, 1.0, 5, 2, -0.1, i, -20, -2, 6, -3
43) COc1ccc(S(=O)(=O)N2CCOC2CNC(=O)C(=O)NCc2ccncc2)cc1 (stereo unspecified)
→ 3, 0.1, 1, -2, 0.2, i, 14, 2, 10, 0
44) O=C(COC(=O)CCN1C(=O)c2cccc([N+](=O)[O-])c2C1=O)NC1CCS(=O)(=O)C1 (stereo unspecified)
→ 6, 0.6, -4, 1, 4.0, -0.2, 33, -2, 5, -4
45) Cc1cc(S(=O)(=O)NCc2ccccc2)ccc1OCC(=O)Nc1cccc([N+](=O)[O-])c1
→ 8, 1.3, 9, -56, 2.4, 0.0, 8, 1, -4, 1
46) CN(CC1CCCN(CCc2cccc(C(F)(F)F)c2)C1)C(=O)c1cc2ccccc2o1 (stereo unspecified)
→ -17, -0.8, 5, /, 1.4, -0.3, -13, -9, 33, -3
47) O=C(O)CCC(=O)Nc1ccc(/C=C/C(=O)C2CC2)cc1
→ -9, 0.1, 22, 1, 0.1, -0.4, 35, -2, -12, -3

Gathered by group, the compounds so far containing fluorine (6)
Below each SMILES: SSB-PriA inh, PfHsp40 yeast, MazEF act, Rv3671c inh, TcdB inh, Vc quorum ag, VHR inh abs, SARS 3CLpro inh, Y pestis TopoI, Anthrax LF prot
11) O=C1C(=O)N(CCS(=O)(=O)c2ccccc2)c2ccc(F)cc21
→ 4, -0.1, 0, -5, 0.5, i, 17, -5, 0, ?
13) O=C(CN(Cc1ccco1)S(=O)(=O)c1cccs1)Nc1ccccc1C(F)(F)F
→ -5, -1.4, -3, -5, /, i, -3, 4, -3, 2
24) Cc1c(C(=O)Nc2ccc(F)cc2)oc2ccc(S(=O)(=O)N3CCC4(CC3)OCCO4)cc12
→ -14, -1.0, 3, -33, /, -0.3, 11, 1, -9, -1
35) COc1ccccc1CCNC(=O)c1cnn2c(C(F)F)cc(C)nc12
→ -4, 0.1, 6, -9, 1.0, /, 25, -2, 9, -6
37) Cn1c(NC(=O)c2cccc(C(F)(F)F)c2)cc(=O)n(C)c1=O
→ -21, -0.7, 6, -2, 0.3, -0.2, 18, 4, -4, 8
46) CN(CC1CCCN(CCc2cccc(C(F)(F)F)c2)C1)C(=O)c1cc2ccccc2o1 (stereo unspecified)
→ -17, -0.8, 5, /, 1.4, -0.3, -13, -9, 33, -3

The list is partial; the hit share may differ from the screen's.
